Screening results deposited in PubChem BioAssay by National Center for Advancing Translational Sciences (NCATS).
N370S GC = inhibitors or activators of N370S glucocerebrosidase for Gaucher disease; Potency, µM (top dose mostly 59.4 µM), inactives show top-dose activity change, negative = inhibition, usual class: inhibitors; 330,000 compounds, 0.092% hits; N370S GC spleen homogenate, 4MU-glucoside fluorescence; AID 2101;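 note: 0% = full enzyme activity and -100% = no enzyme basal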
TDP1 block = TDP1 (human) enzyme inhibition; Q9NUW8; recombinant TDP1, AlphaScreen DNA substrate cleavage; Potency, µM (doses to about 130 µM), inactives show at the top dose activity change, negative = inhibition, usual class: inhibitors; 350,000 compounds, 0.28% hits; AID 485290; note: nearly all actives have a fitted effect of over 40% in size
Target sequence (Q9NUW8 whole entry, looked up): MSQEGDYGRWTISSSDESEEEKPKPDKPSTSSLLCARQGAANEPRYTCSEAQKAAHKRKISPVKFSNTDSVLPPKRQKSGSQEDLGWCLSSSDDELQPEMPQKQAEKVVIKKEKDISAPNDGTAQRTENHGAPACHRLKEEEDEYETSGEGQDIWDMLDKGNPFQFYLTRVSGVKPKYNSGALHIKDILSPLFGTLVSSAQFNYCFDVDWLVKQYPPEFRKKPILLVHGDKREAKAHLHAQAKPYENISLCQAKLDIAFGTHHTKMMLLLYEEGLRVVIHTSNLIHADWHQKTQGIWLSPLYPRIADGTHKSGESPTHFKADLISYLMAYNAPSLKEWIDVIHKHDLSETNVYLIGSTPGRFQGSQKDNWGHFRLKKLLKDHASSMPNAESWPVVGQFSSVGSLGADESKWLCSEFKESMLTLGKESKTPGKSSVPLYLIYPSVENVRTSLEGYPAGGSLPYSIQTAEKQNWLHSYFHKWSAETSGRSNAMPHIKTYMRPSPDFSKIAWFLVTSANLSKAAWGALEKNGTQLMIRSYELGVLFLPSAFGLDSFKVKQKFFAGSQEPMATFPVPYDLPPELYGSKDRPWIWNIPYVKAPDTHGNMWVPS
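Steps: enzyme plus compound, 15 min RT; add biotin/phosphotyrosine-FITC oligonucleotide (15 nM final), react 5 min; add donor/acceptor beads (10 ug/ml final), 10 min; read AlphaScreen. Tdp1 at 1 nM final.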
TDP1 cell noCPT = qHTS for Inhibitors of human tyrosyl-DNA phosphodiesterase 1 (TDP1): qHTS in cells in absence of CPT; 420,000 compounds, 15% hits; DT40 Tdp1-/- hTDP1 cells, no CPT, ATP luminescence, 48 h; Potency, µM (titrated, usually from 46.2 µM), without a hit: at the top dose activity change, negative = growth inhibition, usual class: inhibitors; AID 686978, 2013; note: nearly all actives have a fitted effect of over 55% in size
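Readout: luminescence from CellTiter-Glo after 30 min in the dark at RT. Cells: DT40 Tdp1-/- with stable hTDP1, 400/well. Exposure: compounds alone, ≥48 hr, 37 °C.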
An asterisk follows results filed as active; ? = inconclusive; nt = no result given; & = joins results of further samples; [ ] = another dose, or the depositor's remark. Calls come from the whole dose curve; as a rule, active = well fitted curve in the direction sought with a large enough effect; inconclusive = small, poorly fitted or top-dose-only effect, or another doubt; inactive = no such curve, though single readings can be large; an effect the other way counts as inactive or inconclusive. Unless noted, % is set by controls: 0 for no effect and ±100 for the full control effect; potency is the fitted concentration of half-maximal effect. The list is partial; rates above refer to the full screens.

The line under a structure holds: TDP1 cell noCPT | TDP1 block | N370S GC
COc1ccc(NC(=O)CSc2nnc(C3CC3)n2-c2ccccc2)cc1
→ -6% | 0% | 17%
Cc1ccc(C(=O)Nc2nnc(CC(=O)N/N=C/c3ccncc3)s2)cc1
→ ? | 1% | -3%
CC1CCCCN1C(=O)COC(=O)c1ccc(S(C)(=O)=O)c([N+](=O)[O-])c1 (configuration not stated)
→ 3.2µM* | -1% | nt
Cc1cc(C)c(S(=O)(=O)N2CCOC2CNC(=O)C(=O)NCCN(C)C)c(C)c1 (configuration not stated)
→ 1% | 0% | -7%
COCCN1C(=O)N[C@@H](c2ccccc2)[C@H](C(C)=O)[C@H]1C
→ -26% | 7%[21 µM] | -4%[12.8 µM]
Cc1c(Nc2nc(C(F)(F)F)nc3ccccc23)c(=O)n(-c2ccccc2)n1C
→ 7% | 0% | 10%
COC(=O)C(Cc1ccc(O)cc1)NC(=O)NC12CC3CC(CC(C3)C1)C2 (configuration not stated)
→ ? | 6% | -5%
COCC(=O)Nc1nnc(-c2cccs2)s1
→ -9% | 7% | -7%
CCOC(=O)N1CCN(Cc2nc(N)nc(Nc3ccc(OCC)cc3)n2)CC1
→ -17% | 6% | -8%
CC(C)CN(C(=O)CSc1nncn1C)C1CCS(=O)(=O)C1 (configuration not stated)
→ -15% | 0% | nt
COc1ccc(-c2nnc(S/C(=C/c3ccc(Cl)cc3)C(=O)O)o2)cc1
→ 5% | 5% | 6%
O=C1OC(c2ccc(F)cc2)=N/C1=C\c1ccc(Br)o1
→ 13µM* | 3% | 9%
Fc1ccc(NCc2cn3ccccc3n2)cc1
→ ? | 0% | 0%
O=C(COc1ccc2oc3c(c2c1)CCCC3)Nc1ccccn1
→ -16% | 3% | 3%
O=C(NC1CCCCC1)c1cc(S(=O)(=O)N2CCN(c3ccccc3)CC2)ccc1Cl
→ ? | 0% | nt
Cc1ccc(-c2nc3ccccn3c2Nc2ccccc2C)o1
→ 16µM* | 8% | nt
COc1c2c(cc3c1C(CC(O)Cc1ccccc1)N(C)CC3)OCO2 (configuration not stated)
→ 10µM* | nt | -3%
CN(C1CCCCC1)S(=O)(=O)c1ccc2c(c1)c(=O)c(C(=O)N1CCN(c3ccccc3)CC1)cn2C
→ 0% | 7% | nt
Cc1ccc(-n2ncc3c(Nc4c(C)n(C)n(-c5ccccc5)c4=O)ncnc32)c(C)c1
→ 1% | 3% | 7%
COc1ccc(S(=O)(=O)NCC(c2cccs2)S(=O)(=O)c2ccccc2)cc1OC (configuration not stated)
→ -19% | 3% | nt
Cc1ccc(S(=O)(=O)N2CCC(=O)N(CCOCc3cccc(Cl)c3)CC2)cc1
→ ? | -4% | 5%
Cc1cccc(NC(=O)Cc2c(F)cccc2Cl)n1
→ -11% | nt | -12%
O=C(C[C@@H]1C/C=C\C[C@@H](Cc2ccc(F)cc2)C(=O)OCCNC1=O)N[C@H](CO)Cc1ccccc1
→ 18µM* | 0% | nt
CC[N+]1(C)C2CCC1CC(OC(=O)[C@H]1CCC(C(=O)OC3CC4CCC(C3)[N+]4(C)CC)(c3ccccc3)c3ccccc31)C2 (some centres not stated)
→ -14% | 1% | 0%
Cc1ccccc1CSc1cn(CC(=O)N2CCCCC2)c2ccccc12
→ 16µM* | 5% | nt
COc1cccc(C2=CC(c3ccc(OC)c(OC)c3OC)n3ncnc3N2)c1 (configuration not stated)
→ ? | 3% | nt
N/C(=N\OC(=O)c1cc(Cl)ccc1Cl)c1ccncc1
→ 13% | 1% | 9%
CN1CCN(NC(=O)CN2C(=O)/C(=C/c3c(Cl)cccc3Cl)SC2=S)CC1
→ -12% | 4% | -12%
COc1cccc(OC)c1C(=O)NCCOc1cc(C)cc(C)c1
→ ? | 2% | 2%
CC(C)C(=O)N1CCN(c2ccccc2NC(=S)NC(=O)/C=C/c2ccco2)CC1
→ ? | 1% | nt

Rewritten bar-delimited: part of the list above
canonical_smiles | TDP1 cell noCPT | TDP1 block | N370S GC
Cc1cccc(NC(=O)Cc2c(F)cccc2Cl)n1 | -11% | nt | -12%
O=C1OC(c2ccc(F)cc2)=N/C1=C\c1ccc(Br)o1 | 13µM* | 3% | 9%
Cc1c(Nc2nc(C(F)(F)F)nc3ccccc23)c(=O)n(-c2ccccc2)n1C | 7% | 0% | 10%
COCCN1C(=O)N[C@@H](c2ccccc2)[C@H](C(C)=O)[C@H]1C | -26% | 7%[21 µM] | -4%[12.8 µM]
COc1cccc(C2=CC(c3ccc(OC)c(OC)c3OC)n3ncnc3N2)c1 (configuration not stated) | ? | 3% | nt

More records
The line under a structure holds: TDP1 cell noCPT | TDP1 block | N370S GC
COCCCn1c(=N)c(C(=O)NCc2ccc3c(c2)OCO3)cc2c(=O)n3ccccc3nc21
→ ? | -4% | 3%
Cc1c(C(=O)O)c2cc(O)ccc2n1-c1ccccc1
→ -10% | 5% | -4%
COc1ccc(NC(=O)N(C2CCCCC2)C(C)c2ccco2)c(OC)c1 (configuration not stated)
→ ? | 6% | 1%
COc1cccc(Nc2nc(-c3cccs3)nc3ccccc23)c1
→ 23µM* | 0% | 13µM*
CCOC(=O)N1CCN(C(c2ccc(Cl)cc2)c2sc3nc(C)nn3c2O)CC1 (configuration not stated)
→ -25% | nt | 12%
Cc1cccc(C)c1NC(=O)CN1CCN(C(=O)C2CCC2)CC1
→ -4% | -5% | -5%
CCNc1nc(NCC)nc(SCCOC(=O)COc2ccc(Cl)cc2Cl)n1
→ -12% | 0% | 1%
CCN(CC)S(=O)(=O)c1ccc(C(=O)Nc2nc3ccc(Cl)cc3s2)cc1
→ ? | 5% | nt
Cc1ccccc1OCC(=O)OC(C)C(=O)NC1CCCC1 (configuration not stated)
→ -7% | 0% | nt
CC(=O)N/N=C(\C)CC(=O)Nc1cccc2c1CCCC2
→ -3% | 7% | -19%
CC1=NN(C(=O)c2ccc(Cn3nc(C)cc3C)o2)C(O)(C(F)(F)F)C1 (configuration not stated)
→ 2.5µM* | 3% | 15%
Cc1ccc2ccc3cc(C(=O)N4CCN(c5ccccc5)CC4)nc3c2[nH]1
→ 18µM* | 8% | nt
CCCOc1ccc(-c2nc(SC)[nH]c(=O)c2C#N)cc1OC
→ ? | 3% | nt
O=C(NCc1ccco1)c1ccc(NS(=O)(=O)c2cccc(F)c2)cc1
→ 7% | 4% | -5%
COC(=O)[C@]1(CC(C)C)N[C@H](c2ccc(-c3ccc4c(c3)OCO4)cc2)[C@@H]2C(=O)N(C)C(=O)[C@@H]21
→ ? | 1% | -10%
O=C(NCCC1CCCCN1S(=O)(=O)c1cccs1)C(=O)NCc1ccccc1 (configuration not stated)
→ 21µM* | nt | 1%
COc1ccc(S(=O)(=O)N2CCOCC2)cc1NC(=O)CN1CCCc2ccccc21
→ ? | 5% | nt
COc1ccc(N2CCOCC2)c(NC(=O)COc2cccc(C)c2C)c1
→ ? | 5% | 2%
COC(=O)N/N=C/c1cn(Cc2ccc(Cl)cc2Cl)c2ccccc12
→ ? | 3% | 1%
C=CCC[C@@H](Cc1ccc(F)cc1)C(=O)O[C@H](CNC(=O)[C@@H](CC=C)CC(=O)N[C@H](CO)Cc1ccccc1)c1ccccc1
→ ? | -2% | nt
CC(C)(C)[C@]1(O)CCN2C[C@H]3c4ccccc4CCc4cccc(c43)[C@@H]2C1
→ 12µM* | 6%&8% | 1%&-1%
O=C(NN1CCOCC1)c1cc(S(=O)(=O)Nc2cccc(C(F)(F)F)c2)ccc1Cl
→ 9% | 0% | 13%
COc1cccc(N/C(N)=N/c2nc(C)cc(=O)[nH]2)c1
→ 2% | nt | -1%
CCOC(=O)N1CCN(C(=O)CSc2nnc(-c3cc(OC)ccc3OC)o2)CC1
→ 21µM* | 0% | -1%
Cc1ccc(OCC(=O)Nc2ccc3c(c2)nc(CCN2CCCCC2)n3C)cc1
→ ? | 4% | 2%
COc1cccc(NS(=O)(=O)c2ccc3c(c2)CC(=O)N3)c1
→ -7% | 1% | nt
COC(=O)c1cc2oc3ccccc3c2n1Cc1ccc(Cl)cc1
→ ? | -3% | nt
COc1ccc(S(=O)(=O)NC2CC(C)(C)NC(C)(C)C2)cc1
→ -2% | 2% | 0%
O=C(CSc1nnc(COc2ccccc2)n1Cc1ccco1)c1ccc(F)cc1
→ ? | 1% | 20%
COCC(=O)NCc1ccc2c(c1)cc(C)n2C
→ -2% | -3% | -22%

Among those listed so far, these contain an NH in an aromatic ring.
The line under a structure holds: TDP1 cell noCPT | TDP1 block | N370S GC
Cc1ccc2ccc3cc(C(=O)N4CCN(c5ccccc5)CC4)nc3c2[nH]1
→ 18µM* | 8% | nt
CCCOc1ccc(-c2nc(SC)[nH]c(=O)c2C#N)cc1OC
→ ? | 3% | nt
COc1cccc(N/C(N)=N/c2nc(C)cc(=O)[nH]2)c1
→ 2% | nt | -1%

(further entries)
The line under a structure holds: TDP1 cell noCPT | TDP1 block | N370S GC
CCN[C@@H]1C[C@H](N)[C@H](O[C@H]2OC(CN)=CC[C@H]2N)[C@@H](O)[C@H]1O[C@H]1OC[C@@](C)(O)[C@@H](NC)[C@@H]1O
→ nt | 13%[21 µM] | 2%[21.6 µM]
COc1ccc(NC(=O)C(C)N2CCN(C)CC2)cc1 (configuration not stated)
→ 2% | nt | -2%
CCOC(=O)C1=C(C)NC2=C(C1c1ccc([N+](=O)[O-])cc1)S(=O)(=O)c1ccccc12 (configuration not stated)
→ ? | -7% | 11%
Cc1ccc(OCC(=O)c2c(O)c3ccccc3oc2=O)cc1C
→ 15µM* | -4% | -3%
CC(C)(C)OC(=O)N1CCC(c2c(C(=O)NCc3ccc4c(c3)OCO4)cnn2-c2ccc(F)cc2F)CC1
→ -81% | 6% | nt
COC(=O)Cn1c2ccc(OC)cc2c2nc(C)sc21
→ -1% | -6% | -27%
COc1cc2c(cc1OC)C(c1cccc(Cl)c1)CC(=O)N2 (configuration not stated)
→ ? | 6%&2% | -4%
CCSc1nnc(NS(=O)(=O)c2ccc(C)cc2)s1
→ -16% | 1% | 6%
COc1cccc(C(=O)Nc2cc(S(=O)(=O)N3CCCCC3)ccc2OC)c1
→ ? | 2% | 15%
Cc1ccc(OC(C)C(=O)O)cc1C (configuration not stated)
→ 6% | nt | 6%
c1ccc(C2=Nn3c(nnc3-c3cc(-c4ccccc4)n[nH]3)SC2)cc1
→ ? | 5% | ?
O=C(c1ccc(Br)o1)N(Cc1ccccc1)Cc1ccccc1
→ ? | -3%&-3% | ?
Cc1cc2c(c(C)c1Cl)C(c1ccc3c(c1)OCO3)CC(c1ccccc1)O2 (configuration not stated)
→ nt | -2%&7% | -9%&-2%
CC1CCN(S(=O)(=O)c2ccc(C(=O)Nc3ccccc3-c3nc4ccccc4[nH]3)cc2)CC1
→ ? | 5% | 6%
O=C(NCCCn1ccnc1)c1ccc2c(c1)OCCO2
→ -13% | 4% | -2%
CCOC(=O)CCc1c(C)nc(SCCCn2c(=O)[nH]c3ccccc32)c(C#N)c1C
→ -21% | 7% | 19%
COc1ccc(-c2cnnn2-c2ccc([N+](=O)[O-])cc2)cc1
→ ? | -1% | -5%
Cc1cccc(NC(=O)N(Cc2cc3cc(C)ccc3[nH]c2=O)CC2COCCO2)c1 (configuration not stated)
→ 23µM* | 8% | 10%
COc1cc(CC(=O)Nc2ccc3nc(SC)sc3c2)cc(OC)c1OC
→ 21µM* | nt | -2%
O=C(Cn1c(=O)n(Cc2ccccc2)c(=O)c2oc3ccccc3c21)Nc1ccc(Cl)cc1
→ 18µM* | -3% | nt
CCC1C(=O)CC(c2ccco2)NC1c1ccco1 (configuration not stated)
→ 11% | 5% | 2%
Cc1cccc(-n2ncc3c(N4CCC(C)CC4)ncnc32)c1
→ ? | -6% | 13%
CN(C)/C=C/C(=O)c1cnc2sccn2c1=O
→ 1% | ? | -14%
O=C(c1cnn(C(=O)c2cccc(S(=O)(=O)N3CCOCC3)c2)c1)c1cc(Cl)cc(Cl)c1O
→ -5% | 9% | 1%
O=C(CNS(=O)(=O)c1cccs1)Nc1ccc2c(c1)OCCO2
→ -9% | 4% | 11%
N#Cc1ccc(C(=O)NCCCSc2ccccc2)cc1
→ 21µM* | nt | -2%
CSc1nsc(SCC(=O)Nc2ccc(C(C)=O)cc2)n1
→ 0% | 8% | -18%
O=C(CSc1nc(-c2ccco2)cc(C(F)(F)F)n1)NCCCN1CCOCC1
→ -3% | -4% | -2%
Cc1cc(C)c(NC(=O)C2CCCN2CCO)c(C)c1 (configuration not stated)
→ 10% | 4% | 1%
CCC(C)Oc1nc2c(c(=O)n(C)c(=O)n2C)n1C (configuration not stated)
→ -20% | 8% | 3%
Cc1ccccc1CSCCNC(=O)c1ccc(Cl)c(S(=O)(=O)N2CCOCC2)c1
→ ? | 5%[56.1 µM] | -17%
S=C(NC1CCCCC1)N1CCOCCOCCN(C(=S)NC2CCCCC2)CCOCCOCC1
→ ? | nt | 10%
Cc1ccccc1OCc1nc2ccccc2c(=O)n1/N=C/c1cn[nH]c1-c1ccc(Br)cc1
→ ? | -3% | 5%
Cc1cc(C(=O)N/N=C/C=C/c2cccc([N+](=O)[O-])c2)n[nH]1
→ ? | 4% | 1%
Cc1nn(-c2ccc(C(=O)O)cc2)c(C)c1Oc1ccccc1O
→ -8% | 3% | 5%
